Screening results deposited in PubChem BioAssay by several laboratories.
PP1 inh: counter-screen for PP5 inhibitors: inhibitors of human PP1-alpha; P62136; inhibition, % at 6.7 µM; AID 2235; 320,000 tested, 0.9% active; purified PP1alpha, OMFP fluorescence;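 active = inhibition above the mean inhibition of all tested compounds plus 3 SD, computed separately for each screening campaign, cut at about 15% in these data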
JMJD2C inh: blocks human GASC-1 demethylase activity. GST-JMJD2C(1-420) H3K9me3 demethylation, DELFIA europium. inhibition, % at 2.35 µM. 330,000 tested, 0.069% active. AID 2099;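 active = more than half of a compound's replicate wells show inhibition beyond 50%, single wells judged on their own value; inconclusive = some, but no more than half, of replicates pass 50% inhibition; inactive = no replicate passes 50% inhibition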;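 also: signal counts dimethyl H3K9 product captured on neutravidin plate; 0% = median of DMSO wells and 100% = 0.3 times that DMSO median; strong numbers were not always called active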
Target sequence (Q9H3R0 1-420 limits assumed): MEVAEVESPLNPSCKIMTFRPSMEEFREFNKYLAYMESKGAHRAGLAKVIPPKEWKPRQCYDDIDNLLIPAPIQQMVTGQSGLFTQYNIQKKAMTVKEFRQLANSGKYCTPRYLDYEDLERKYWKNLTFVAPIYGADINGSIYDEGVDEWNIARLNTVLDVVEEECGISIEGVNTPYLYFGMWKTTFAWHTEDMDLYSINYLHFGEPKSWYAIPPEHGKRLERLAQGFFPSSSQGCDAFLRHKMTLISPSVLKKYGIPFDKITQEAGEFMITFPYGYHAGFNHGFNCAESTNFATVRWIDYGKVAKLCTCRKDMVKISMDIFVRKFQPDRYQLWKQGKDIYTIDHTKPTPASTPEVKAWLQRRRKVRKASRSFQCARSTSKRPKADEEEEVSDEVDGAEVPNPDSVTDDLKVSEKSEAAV
core dimer inh: HCV core protein dimerization inhibition; TR-FRET GST/Flag-core106 dimerization, 1536-well; inhibition, % at 5 µM; 300,000 tested, 0.33% active; AID 1899;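 active = inhibition above the mean of all tested compounds plus 3 SD, set per screening campaign, cut at about 45% in these data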
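assay system = GST-tagged and Flag-tagged HCV core protein residues 1-106 | controls = unlabelled core106 and no-GST-core106 wells | incubation = compound-protein-antibody incubation 4 h at 22.5 °C | probe or stimulus = Eu donor and XL665 acceptor anti-tag antibodies | read-out = % inhibition based on acceptor/donor emission ratio | signal = TR-FRET 671 and 617 nm emission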
PP5 inh: PP5 (human) phosphatase inhibition. AID 1987. purified PP5c, OMFP substrate fluorescence. inhibition, % at 6.7 µM. 320,000 tested, 0.18% active;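 active = inhibition above the campaign's mean inhibition across all tested compounds plus 3 SD, cut at about 9.5% in these data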;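 also: 0% = DMSO only and 100% = 100 µM cantharidin control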
Target sequence (P53041 whole entry, looked up): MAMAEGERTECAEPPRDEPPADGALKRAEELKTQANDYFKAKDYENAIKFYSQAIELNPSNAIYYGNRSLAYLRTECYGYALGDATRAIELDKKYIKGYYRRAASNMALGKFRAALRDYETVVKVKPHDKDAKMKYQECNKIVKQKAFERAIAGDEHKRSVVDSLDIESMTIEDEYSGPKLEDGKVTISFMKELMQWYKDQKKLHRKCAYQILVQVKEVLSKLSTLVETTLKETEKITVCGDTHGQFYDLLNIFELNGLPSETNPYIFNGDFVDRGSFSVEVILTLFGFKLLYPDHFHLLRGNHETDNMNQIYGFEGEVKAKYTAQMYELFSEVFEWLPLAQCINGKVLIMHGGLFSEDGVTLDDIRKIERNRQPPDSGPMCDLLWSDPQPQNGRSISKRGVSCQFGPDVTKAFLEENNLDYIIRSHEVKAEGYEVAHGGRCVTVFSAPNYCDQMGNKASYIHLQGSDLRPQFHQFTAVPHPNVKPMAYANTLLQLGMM
CTSL1 counter: counter-screen for PFM18AAP inhibitors: inhibitors of F. hepatica cathepsin L1; inhibition, % at 5.96 µM; recombinant F. hepatica cathepsin L1, Z-Leu-Arg-MCA fluorescence; 300,000 tested, 0.49% active;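 active = inhibition above the mean of all tested compounds plus 3 SD, set per screening campaign, cut at about 17% in these data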;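 also: 0% = plate median of test compound wells and 100% = 1 µM Z-Phe-Ala-diazomethylketone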
procasp3 activ: activates human procaspase-3; activation, % at 8.5 µM; recombinant procaspase-3 D3A, Ac-DEVD-pNA absorbance 405 nm; 330,000 tested, 0.11% active;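 active = activation above the mean of all tested compounds plus 3 SD, cut at about 21% in these data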;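 also: 0% = DMSO alone and 100% = DMSO wells spiked with extra 5 µM PC-3 D3A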
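material = Procaspase-3 D3A mutant | probe or stimulus = Ac-DEVD-pNA | compound = single dose, 8.5 µM nominal compound, 0.8% DMSO | timing = 1 h preincubation, 2 h reaction | measured by = 405 nm absorbance of p-nitroaniline, reads at 0 and 120 min | benchmarks = DMSO-only low control, 5 µM PC-3 D3A high control | repeats = singlicate, each compound tested once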
Efflux pump inh: inhibitors of Candida antifungal efflux pumps expressed in yeast | S. cerevisiae Candida pump triplex, Nile Red efflux | inhibition, % at 10 µM | 330,000 tested, 0.44% active | AID 485275;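 active = plate passing quality check with inhibition over a set limit, or well fluorescence over plate mean plus 4 SD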;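 also: Nile Red retained in pooled yeast measured as flow cytometry median fluorescence; 0% = buffer negative control and 100% = Enniatin B positive control; higher means more Nile Red kept so more efflux inhibition; some compounds called inactive have numbers as strong as hits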
TPT1 inh: blocks Candida albicans tRNA 2'-phosphotransferase; recombinant caTPT1, FP RNA substrate dephosphorylation; inhibition, % at 5 µM; 300,000 tested, 0.81% active; AID 1962;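 active = inhibition above the mean of all tested compounds plus 3 SD, set per screening campaign, cut at about 24% in these data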;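 also: plate controls were DMSO alone for no effect and ferristatin control at 100 nM for full effect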
proCasp7 act: activates human procaspase-7, counter-screen for procaspase-3 activators; P55210; recombinant procaspase-7, Ac-DEVD-pNA absorbance 405 nm; D23A/D198A/D206A triple mutant, cannot self-cleave; scale: DMSO 0, 5 µM enzyme 100; activation, % at 8.5 µM; 330,000 tested, 0.093% active;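 active = percent activation above the screen-wide mean plus 3 SD, cut at about 25% in these data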
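Replicates: singlicate. Assay system: Procaspase-7 triple mutant (PC-7 D3A). Signal: 405 nm absorbance of p-nitroaniline. Times: 1 h preincubation, 2 h reaction. Buffer or medium: Zinc-free HEPES pH 7.4 with 300 mM NaCl, 0.01% Triton X-100. Also added: DEVD-pNA substrate. Benchmarks: DMSO wells as 0%, DMSO with 5 µM added PC-7 as 100%.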
* hit, by the source's call; ? = inconclusive; / = no result given.

Every second line gives: PP1 inh	JMJD2C inh	core dimer inh	PP5 inh	CTSL1 counter	procasp3 activ	Efflux pump inh	TPT1 inh	proCasp7 act
CC(/C=N/NC(=O)c1cccc([N+](=O)[O-])c1)=C\c1ccccc1
→ -4	-7	-2	5.5	-1	1	0.2	0	-2
CCOC(=O)N1CCC2(CC1)C(C#N)=C(N)OC1=C2C(=O)CCC1
→ 1	4	-5	-1.4	2	-5	0.1	1	-6
COc1c(-c2ccc(O)c(O)c2)oc2cc(O)cc(O)c2c1=O
→ -3	-2	-12	3.9	1	-5	0.5	-2	0
CC(=O)Nc1cc(C(=O)N2CCc3ccccc3C2)ccc1Sc1ccc(C)cc1
→ 3	-3	4	3.3	2	3	-0.1	0	-6
COc1ccc(-n2nnnc2SCC(=O)Nc2ccccc2N2CCOCC2)cc1OC
→ 1	3	-3	1.2	-1	1	-0.2	-2	6
CCC(=O)NC(c1cccs1)c1ccc2cccnc2c1O (stereo not given)
→ 1	-5	1	1.1	6	1	-0.1	1	2
COc1ccc(N2C(=O)CC(SCC(=O)O)C2=O)cc1 (stereo not given)
→ 0	9	-3	-3.1	-1	-21	0.0	0	-26
CC(=O)Nc1cccc(-c2nc3ccccc3s2)c1C
→ -12	2	-11	5.6	-5	0	0.2	0	3
O=C(CCCC(=O)c1ccccc1)NCc1ccccc1
→ -1	3	0	-1.5	-1	4	-0.3	-1	4
Cc1ccc(Sc2ccc(NC(=O)CCl)cc2)cc1C
→ 1	21	-6	8.5	8	-2	-0.1	-2	-9
O=C(COc1ccccc1[N+](=O)[O-])N1CCCc2ccccc21
→ -7	-1	1	2.9	-2	-7	0.5	4	-4
Cc1ccc(C)c(NC(=O)CN(C)C(=O)COc2cccc3c2OC(C)(C)C3)c1
→ -6	4	1	-2.3	-5	5	0.0	4	2
CCOC(=O)CNC(=O)c1ccc2[nH]c3ccccc3c2c1
→ 0	2	-9	4.9	-2	13	-0.3	-3	7
COc1ccc(NC(=O)N2CCCC(C(=O)NCCc3ccccc3)C2)cc1 (stereo not given)
→ 3	2	-3	3.5	3	-4	0.0	0	9
CC(=O)c1ccc(NC(=O)CSc2nccn2C)cc1
→ 1	6	-2	-2.6	0	-4	0.1	1	2
CSc1nc2ccc(NS(=O)(=O)c3ccc(Br)s3)cc2s1
→ -1	?	1	-0.3	0	-1	-0.1	2	0
CC(=O)Nc1ccc(S(=O)(=O)Nc2nc3ccccc3nc2Nc2cccc(O)c2)cc1
→ 0	1	-3	0.5	4	-1	0.0	3	2
Fc1c(F)c(F)c(SCn2cc(Br)cn2)c(F)c1F
→ -3	12	/	0.8	/	-10	-0.1	/	12
Cc1ncc([N+](=O)[O-])n1Cc1ccc(Cl)cc1
→ -1	-5	0	2.1	5	-2	-0.1	-1	0
Cc1cc(C)cc(OCCNC(=O)C2CCN(S(=O)(=O)c3ccccc3)CC2)c1
→ 3	2	-2	-0.2	3	1	0.0	1	-1
CC(C)(CC(=O)O)CC(=O)N1CCN(c2nc3ccc(Cl)cc3s2)CC1
→ 5	-6	2	1.0	-4	5	0.2	-2	1
CCOc1ccccc1NC(=O)c1cc(-c2ccccn2)nc2ccccc12
→ 3	-28	/	3.2	/	-7	0.1	/	-2
Cc1ccc2c(c1)C1(SCCS1)C(=O)N2
→ -2	30	-8	-1.8	0	-2	-0.2	2	0
COc1ccc(CNC(=O)C2COc3ccccc3O2)c(OC)c1 (stereo not given)
→ -3	3	0	-1.0	-3	-5	-0.2	0	-4
O=C(Nc1ccnn1C1CCN(Cc2ccccc2OCCO)CC1)c1cccc(F)c1
→ 0	29	-2	-0.3	0	2	-0.2	-2	8
CN1CCc2nc3sc(C(=O)C45CC6CC(CC(C6)C4)C5)c(N)c3cc2C1
→ 29*	/	-4	-1.1	-2	-12	-0.2	14	-8
O=C(CN1C(=O)NC2(CCCc3ccccc32)C1=O)c1ccc(F)cc1 (stereo not given)
→ -4	-3	/	2.4	/	1	0.2	/	1
O=[N+]([O-])c1ccc(Cl)c2c1C1C=CCC1C(c1ccccn1)N2 (stereo not given)
→ 7	-13	58*	3.0	6	4	0.1	-1	-1
Cc1ccc(N(C)S(=O)(=O)c2ccc(-c3cc(C)no3)s2)cc1
→ 1	3	2	0.9	0	3	0.0	-3	-3
COc1ccccc1NC(=O)N1CCC(c2nnc(SCC(N)=O)n2C)CC1
→ 0	1	5	5.3	-4	7	0.0	-2	11

(continued)
Every second line gives: PP1 inh	JMJD2C inh	core dimer inh	PP5 inh	CTSL1 counter	procasp3 activ	Efflux pump inh	TPT1 inh	proCasp7 act
Cc1cccc(N(CC(=O)N2CCCC2)S(=O)(=O)c2ccccc2)c1
→ 1	-1	1	-1.2	1	2	-0.2	-6	10
COc1cccc(OC)c1C(=O)NC(=O)Nc1c(C)cccc1C
→ -2	11	-14	4.0	-3	3	-0.2	-6	-8
CC(C)N(CC(N)=O)c1ncnc2sc(-c3ccccc3)cc12
→ 3	7	7	1.2	0	-3	-2.8	2	-12
CCCOC(=O)c1ccc(NS(=O)(=O)c2cccs2)cc1
→ -2	-12	-3	-1.7	1	11	0.0	0	6
CCOc1ccc2ccccc2c1/C=N/NC(=O)c1ccncc1
→ 2	2	-7	-0.4	1	-2	0.0	2	13
Cc1cc(C)c2c3c(sc2n1)C(=O)N(C)CC(=O)N3
→ -3	-5	-1	-0.1	-2	6	-0.1	-1	0
COc1ccc(-c2noc(N3CCC(C(=O)Nc4ccc(OC)c(OC)c4)CC3)n2)cc1
→ -2	6	-1	-3.3	1	9	-0.1	-1	6
CC1(C)CC(=O)C(C=NCCN2CCN(C(=S)Nc3cccc(Cl)c3)CC2)=C(O)C1
→ 0	-3	1	1.4	3	2	-0.5	1	-3
CC(C)(CNC(=O)c1cc(=O)[nH]c2ccccc12)N1CCOCC1
→ -2	-4	-1	1.9	1	0	-0.1	3	-2
CCOC(=O)c1c(NC(=O)CSc2nc3cc(Cl)ccc3c(=O)n2Cc2ccco2)sc(C(=O)N(C)C)c1C
→ 12	-1	29	2.0	2	3	-0.4	3	3
CC(=O)c1cccc(N(CC(=O)NC2CCCCC2)C(=O)CCC(=O)Nc2nc(C)cs2)c1
→ -4	10	2	-0.1	0	7	0.1	0	0
O=C(COc1ccccc1)N=C1SC2CS(=O)(=O)CC2N1c1cccc(F)c1 (stereo not given)
→ 5	?	0	0.8	1	3	0.1	0	11
NS(=O)(=O)c1ccc(CNC(=O)/C=C/c2c(Cl)cccc2Cl)cc1
→ 2	1	12	3.0	1	-4	0.1	-1	7
Cc1cccnc1NC(=O)c1ccc(Cl)c(S(=O)(=O)N2CCCCC2)c1
→ -4	0	-12	-2.5	3	-3	-0.1	1	-4
COc1cc(C(=O)OCCCN(C)C)cc(OC)c1OC
→ -2	-4	-1	0.2	1	4	-0.1	-1	9
COc1ccc(NC(=O)CSc2nnc(-c3ccccc3C)n2C)cc1
→ -1	-7	-7	3.5	1	-2	0.3	2	-2
CCC(CO)Oc1cc(NCc2cccc(F)c2)c2ncn(C(C)C)c2c1 (stereo not given)
→ /	-1	/	/	/	3	0.0	/	5
Cc1ccc(NC(=O)c2cnccn2)cc1
→ 1	-4	-2	-1.9	0	6	0.0	0	7
O=C(CC1CCCCC1)NCc1ccc(F)cc1
→ -3	1	-2	0.2	-1	-2	0.3	-1	7
Cc1ccccc1CNC(=O)c1ccccc1N
→ -2	2	-1	1.4	-1	-3	-0.1	-4	14
Cc1ccccc1CN(c1ccc(C(=O)NCc2cccnc2)cc1)S(C)(=O)=O
→ 1	8	-3	-1.3	-3	2	0.1	1	2
O=C(CN1CCOCC1)NCc1ccccc1Cl
→ 8	-40	1	1.8	1	2	0.0	-3	-8
CCCC(=O)Nc1nnc(COC)s1
→ -3	-8	-3	-1.6	1	-1	-0.1	3	16
CCC(C)(C)NC(=O)/C=C/c1cccs1
→ -4	7	-14	3.3	-1	7	-0.2	-2	3
CC(=O)c1cccc(NC(=O)C2CCCN2S(=O)(=O)c2cccc3nsnc23)c1 (stereo not given)
→ -2	21	2	0.4	-1	11	-0.1	2	7
Cc1nc2ccc(NC(=O)c3cncc(Br)c3)cc2s1
→ 0	0	-4	-0.3	-3	7	0.0	-2	6
CCCN(CCC)C(=O)CCS(=O)(=O)c1cccc2nsnc12
→ 1	2	7	-0.3	-3	-1	0.1	-8	-4
COc1ccc(NC(=O)c2ccc3c(c2)OCO3)cc1
→ -1	7	-4	1.2	-2	9	0.0	1	13
CN1CCN(S(=O)(=O)c2cccc(C(=O)NCc3ccc(Cl)cc3)c2)CC1
→ -6	-10	1	4.3	3	-2	0.1	1	9
COc1ccccc1N1CCN(CC(=O)Nc2ccc(S(=O)(=O)N3CCCCCC3)cc2)CC1
→ 2	4	/	3.7	/	8	0.0	/	-7

Going on with the list.
Every second line gives: PP1 inh	JMJD2C inh	core dimer inh	PP5 inh	CTSL1 counter	procasp3 activ	Efflux pump inh	TPT1 inh	proCasp7 act
CCOC(=O)C1CCN(C(c2cc3ccc(C)cc3[nH]c2=O)c2nnnn2C2CCCCC2)CC1 (stereo not given)
→ 1	19	1	-0.5	3	3	0.1	-2	15
O=C(O)COc1ccccc1/C=N/NC(=O)c1cccc(S(=O)(=O)N2CCOCC2)c1
→ -3	5	-1	-0.5	1	2	0.1	0	8
COc1ccc(/C=C/C(=O)OCC(=O)Nc2c(C)cccc2C)cc1
→ 1	6	0	-1.6	2	4	-0.1	-2	6
Cc1cccc(C)c1NC(=S)N(C)CCc1ccccn1
→ 1	7	-13	3.6	0	6	-0.2	-7	-4
CC(C)OC(=O)N(C)c1ccc(C(O)(C(F)(F)F)C(F)(F)F)cc1
→ 9	-3	3	-0.8	2	-2	0.0	-1	-1
Cc1c(N)cccc1N
→ -3	7	/	0.4	/	2	-0.1	/	9
CCS(=O)(=O)c1ccc(C(=O)Nc2ccccc2)c(Cl)c1Cl
→ 0	-7	-2	4.1	-2	9	0.0	-5	-8
CC(=O)Nc1ccc(NC(C)=O)s1
→ -6	-27	-8	-1.1	-2	3	0.0	0	-9
CC(C)c1nc2oc3c(NCCO)ncnc3c2c2c1COC(C)(C)C2
→ -1	0	3	-0.6	1	14	-0.1	-4	9
COc1ccc(/C=C/C2=NN(C)C(=O)CC2)cc1
→ -5	-19	-1	-2.0	7	1	1.0	1	0
COc1cc(C)c(CN2CCN(CC(=O)Nc3ccccc3C(=O)NC3CC3)CC2)cc1OC
→ -5	0	/	-0.7	/	5	0.0	/	0
CC(=O)C(C)Oc1ccc2c3c(c(=O)oc2c1)CCCCC3 (stereo not given)
→ 3	17	4	-0.4	2	2	0.0	-1	-3
